NR5A2 inv ag – inverse agonists of human LRH-1 (NR5A2); O00482; HEK293T StAR-luciferase reporter, LRH-1 transfected, 24 h; inhibition, % at 3.6 µM; hit rate 0.13% among 360,000; AID 602396;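 active means inhibition above the mean inhibition of all tested compounds plus 3 SD, cut at about 73% in these data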;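 further: 0% = DMSO wells and 100% = reporter-only cells lacking LRH-1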
TROY NFkB inh – TROY signaling inhibition; Q293 LMP1-TROYcd NF-kB luciferase reporter, 4 h; hit rate 0.98% among 360,000; inhibition, % at 10 µM;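 active means compounds whose plate-normalised and pattern-corrected inhibition of the luciferase reporter signal at the single screening dose is 50% or more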
C8 TRAIL sens – caspase-8 TRAIL sensitization | NB7+C8 cells + TRAIL, ATPlite viability luminescence | inhibition (viability loss, TRAIL sensitization), % at 10 µM | hit rate 1% among 360,000 | AID 624354;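 active means compounds causing at least 50% loss of cell viability in the single-dose screen, relative to plate controls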
COUP-TFII inh – NR2F2 (human) inhibition, primary screen. P24468. HEK293T NGFI-A luciferase reporter, luminescence. inhibition, % at 8.6 µM. hit rate 0.7% among 370,000. AID 686940;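 active means inhibition above a per-plate cutoff, mean inhibition of test wells between control levels plus 3 SD, cut at about 38% in these data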;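 further: cells cotransfected with COUP-TFII expression vector driving the NGFI-A reporter; 0% = median of COUP-TF2 test wells and 100% = reporter-only cells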
KKLEB cytotox – reduces viability of KKLEB cystic fibrosis airway cells; activity change (cytotoxicity), % at 5 µM; AID 602141; KKLEB CF airway cells viability, ATPlite luminescence, overnight; stronger effect = lower value; cells stimulated with P. aeruginosa culture filtrate; hit rate 0.36% among 360,000;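 active means corrected activity change at or below -50% at 5 µM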
LMP1 NFkB inh – reduces LMP1-driven NF-kappaB luciferase signal | inhibition, % at 12.5 µM | AID 504558 | hit rate 0.69% among 350,000 | LMP1-induced NF-kappaB luciferase reporter cells, luminescence; in the data active means inhibition above about 41%;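 further: 0% = neutral control wells and 100% = reference inhibitor control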
Shn3 inh set2 – Schnurri-3 reporter inhibition in Clone20 osteoblasts; Clone20 osteoblast Shn3 3'UTR firefly luciferase, 24 h; inhibition, % at 12.5 µM; hit rate 0.52% among 360,000;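 active means mean inhibition of at least 75% with every replicate also reaching 75%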;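 further: 0% = median of neutral control wells and 100% = pilot-screen positive control compound; some compounds past the cut are filed as inactive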
NCOA3 inh – inhibits human SRC3 coactivator | AID 588352 | hit rate 0.17% among 360,000 | Q9Y6Q9 | inhibition, % at 3.6 µM | HEK293 GAL4-SRC3 luciferase reporter, luminescence;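 active means inhibition above a per-campaign cutoff, the mean of all compounds plus 3 SD, cut at about 60% in these data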;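 further: 0% = DMSO-treated cells and 100% = gossypol-treated cells at 36 µM; higher means less SRC3-driven luciferase light from the GAL4 reporter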
Target sequence (Q9Y6Q9 whole entry, looked up, the tested form may be a part): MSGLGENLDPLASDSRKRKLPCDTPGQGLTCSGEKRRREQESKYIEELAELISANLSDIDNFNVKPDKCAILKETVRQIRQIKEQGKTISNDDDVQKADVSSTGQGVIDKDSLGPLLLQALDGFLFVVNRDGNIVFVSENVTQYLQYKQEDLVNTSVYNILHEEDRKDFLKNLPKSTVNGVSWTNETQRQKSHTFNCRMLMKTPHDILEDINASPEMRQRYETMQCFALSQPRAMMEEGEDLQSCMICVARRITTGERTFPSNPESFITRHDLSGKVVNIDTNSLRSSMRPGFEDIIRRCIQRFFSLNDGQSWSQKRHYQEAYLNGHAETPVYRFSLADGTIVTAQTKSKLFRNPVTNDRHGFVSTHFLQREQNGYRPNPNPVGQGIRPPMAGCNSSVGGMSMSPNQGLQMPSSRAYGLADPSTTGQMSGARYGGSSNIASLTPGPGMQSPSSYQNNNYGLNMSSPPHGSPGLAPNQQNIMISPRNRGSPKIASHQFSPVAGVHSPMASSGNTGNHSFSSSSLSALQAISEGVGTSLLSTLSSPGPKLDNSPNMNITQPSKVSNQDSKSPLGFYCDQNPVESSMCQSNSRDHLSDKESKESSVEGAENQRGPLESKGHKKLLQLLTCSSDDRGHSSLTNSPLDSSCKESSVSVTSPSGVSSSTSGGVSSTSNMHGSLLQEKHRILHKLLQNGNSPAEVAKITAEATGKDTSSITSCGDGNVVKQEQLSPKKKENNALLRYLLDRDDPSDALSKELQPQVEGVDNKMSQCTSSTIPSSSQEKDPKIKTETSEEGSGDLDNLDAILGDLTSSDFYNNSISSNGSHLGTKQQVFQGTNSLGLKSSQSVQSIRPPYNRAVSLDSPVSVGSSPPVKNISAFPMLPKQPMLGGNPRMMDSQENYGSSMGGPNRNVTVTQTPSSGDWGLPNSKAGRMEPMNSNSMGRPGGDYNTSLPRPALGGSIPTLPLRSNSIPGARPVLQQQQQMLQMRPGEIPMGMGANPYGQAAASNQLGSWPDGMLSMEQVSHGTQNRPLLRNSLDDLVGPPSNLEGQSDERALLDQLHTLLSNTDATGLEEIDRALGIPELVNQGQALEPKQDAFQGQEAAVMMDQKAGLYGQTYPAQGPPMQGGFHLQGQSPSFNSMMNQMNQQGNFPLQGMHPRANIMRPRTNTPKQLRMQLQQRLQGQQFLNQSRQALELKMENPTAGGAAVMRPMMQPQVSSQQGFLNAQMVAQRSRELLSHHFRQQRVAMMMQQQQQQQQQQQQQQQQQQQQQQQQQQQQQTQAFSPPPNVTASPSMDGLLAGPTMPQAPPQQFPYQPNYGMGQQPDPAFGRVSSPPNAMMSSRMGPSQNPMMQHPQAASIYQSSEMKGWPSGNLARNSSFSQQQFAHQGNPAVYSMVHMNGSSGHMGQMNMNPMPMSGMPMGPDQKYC
TWEAK-Fn14 inh – inhibitors of TWEAK-Fn14 interaction signaling | TWEAK-stimulated Fn14 reporter cells, luciferase luminescence, 8 h | inhibition, % at 10 µM | hit rate 2% among 360,000; in the data active means inhibition above about 50%
NCOA1 inh – human NCOA1 inhibition; Q15788; HEK293 GAL4-SRC1 luciferase reporter, luminescence; inhibition, % at 3.6 µM; hit rate 0.12% among 360,000; AID 588354;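 active means inhibition above the campaign mean plus 3 SD, with each screening campaign given its own cutoff, cut at about 60% in these data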;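 further: 0% = DMSO treated cells and 100% = gossypol at 36 µM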
CF NFkB block – inhibitors of cystic fibrosis induced NF-kB. KKLEB NF-kB-GFP reporter, PAF-induced, GFP fluorescence overnight. inhibition, % at 5 µM. hit rate 0.86% among 360,000. AID 588850;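 active means at least 50% inhibition at 5 µM, scaled per plate between neutral and stimulator controls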;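 further: PAF is a Pseudomonas aeruginosa culture filtrate used as stimulus; plate controls were PAF-stimulated DMSO wells for no effect and unstimulated DMSO wells for full effect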
An asterisk follows results filed as active; · = no result given. The list is partial, so the mix of outcomes need not match the whole.

SMILES,NR5A2 inv ag,TROY NFkB inh,C8 TRAIL sens,COUP-TFII inh,KKLEB cytotox,LMP1 NFkB inh,Shn3 inh set2,NCOA3 inh,TWEAK-Fn14 inh,NCOA1 inh,CF NFkB block
CCCCC(=O)NC(NC(=S)N1CCCCCC1)C(Cl)(Cl)Cl (stereo unspecified),4,-3,-13,24,-10,2,15,-4,4,10,-6
C/C(=N\NC(=O)c1ccc(Br)cc1)c1ccccc1,-14,-39,45,-6,-3,-19,-31,-28,-26,-31,10
CC(=O)NCCC(=O)N1CCCC(C(=O)c2ccc3c4c(cccc24)CC3)C1 (stereo unspecified),-6,14,14,9,-5,1,-10,2,5,-3,-2
O=C(C1CCC(C(=O)N2CCCCC2)CC1)N1CCCCC1 (stereo unspecified),2,-5,1,-19,0,1,6,21,18,20,10
O=C(N[C@@H](Cc1ccc(O)cc1)C(=O)O)c1cccnc1,17,0,-7,8,0,-1,9,2,1,0,14
CCCCOc1ccc(CNC(=S)N/N=C/c2ccc(OC)c(OC)c2)cc1,-1,10,-6,5,9,3,9,22,27,-11,-4
O=C1C2C3CCC(CC3)C2C(=O)N1c1ccccc1 (stereo unspecified),-6,-8,8,2,8,·,-6,-11,-26,-7,-17
O=C(COC(=O)c1cc[n+]([O-])cc1)Nc1ccc(Cl)cc1[N+](=O)[O-],18,-7,-6,8,9,-8,-1,7,10,-5,-6
C[C@@]12C(=O)N(c3ccc(Cl)cc3)C(=O)N1[C@@H]1c3ccccc3OC[C@@H]1[C@H]2c1ccccc1,10,2,19,2,14,-1,-15,1,11,-11,3
C/C(CC(=O)Nc1ccc(Cl)cc1C(F)(F)F)=N\NC(N)=S,14,-20,-12,13,10,·,1,-1,8,-10,-37
O=S(=O)(Nc1ccc(-c2cn3ccccc3n2)cc1)c1ccccc1,-11,-42,-2,-4,-1,0,11,-3,-19,-10,12
CCN(CC)CCCOC(=O)C(c1ccccc1)c1ccccc1,-1,-10,8,-7,-1,-3,-11,16,10,-11,-2
CCOc1ccccc1-n1nnnc1SCC(=O)NCc1ccco1,-2,7,-10,-4,2,-1,-10,-6,-5,3,14
CCOC(=O)C(=O)NC1CC=CCC1c1ccc2c(c1)OCO2 (stereo unspecified),5,-3,-5,3,11,10,37,-4,2,-5,1
O=C(NNC(=O)c1cccnc1SCc1cccc([N+](=O)[O-])c1)c1cccnc1,-7,17,-10,2,-4,9,6,10,19,-7,-6
CCc1sc(N2C(=O)C3C4CCC(C4=C(C)C)C3C2=O)nc1-c1ccccc1 (stereo unspecified),2,-2,8,-4,16,-2,4,11,13,4,2
O=C(CCCCn1c(=O)[nH]c2ccccc2c1=O)NCc1ccc2c(c1)OCO2,-14,-3,7,-13,-2,3,4,-1,-12,-21,5
O=C(OCC(=O)N1CCCC1)c1cccs1,-35,-25,-6,-17,4,-2,-27,-32,1,-185,-6
CCCc1nc2oc3c(NCC4CCCO4)ncnc3c2c2c1COC(C)(C)C2 (stereo unspecified),7,7,5,-6,-29,-1,-1,9,7,-19,27
O=C(N/N=C/c1ccc(Br)s1)c1ccco1,-66,-69,24,-3,2,-12,-63,-39,-10,-44,-13
Cc1cccc(OCC(=O)NCC(=O)N/N=C/c2ccc([N+](=O)[O-])cc2)c1,-20,-6,-5,4,17,-60,19,13,-1,2,-18
Cc1ccc2c(c1)NC(=O)C(CC(=O)NCc1cccnc1)O2 (stereo unspecified),-4,-4,-6,14,-4,-1,-17,1,-1,-4,8
Cc1ccccc1OCc1nnc2c3cnn(C)c3ncn12,-45,-25,9,-39,2,-23,-45,-62,-8,-79,-2
COc1ccccc1N1CCN(Cc2nnnn2CCc2ccccc2)CC1,0,-8,-2,-16,-3,-2,-2,-6,-11,-25,9
COc1ccccc1C(=O)NCC(c1ccco1)N1CCc2ccccc21 (stereo unspecified),-1,-3,8,16,-13,8,22,12,11,-1,6
COc1ccc(CCC(=O)Nc2ccc3c(c2)OCO3)cc1OC,15,4,4,-13,-2,0,10,11,2,-17,4
CC1(C)C(c2cccs2)=[N+]([O-])C2(CCCCC/C2=N\O)N1O (stereo unspecified),20,0,1,-11,-5,-1,-4,22,-20,6,-9
C[C@H](CO)N1C[C@H](C)[C@H](CN(C)C(=O)Nc2ccc3c(c2)OCCO3)OCc2cnnn2CCCC1=O,-13,-29,-2,5,-2,-12,-4,-8,6,-6,-23
Cc1sc(N)nc1-c1cccs1,-11,-2,2,7,1,0,1,-1,13,-14,-13
Cn1c(=O)n(C)c2cc(/C=N/NC(=S)NCc3ccccc3)ccc21,-12,-18,-10,-35,8,-2,-3,7,41,3,-63

Whole records as entered above. Order of screens: NR5A2 inv ag, TROY NFkB inh, C8 TRAIL sens, COUP-TFII inh, KKLEB cytotox, LMP1 NFkB inh, Shn3 inh set2, NCOA3 inh, TWEAK-Fn14 inh, NCOA1 inh, CF NFkB block
C[C@@]12C(=O)N(c3ccc(Cl)cc3)C(=O)N1[C@@H]1c3ccccc3OC[C@@H]1[C@H]2c1ccccc1 across the screens: 10, 2, 19, 2, 14, -1, -15, 1, 11, -11, 3
CCOc1ccccc1-n1nnnc1SCC(=O)NCc1ccco1 across the screens: -2, 7, -10, -4, 2, -1, -10, -6, -5, 3, 14
CCCCC(=O)NC(NC(=S)N1CCCCCC1)C(Cl)(Cl)Cl (stereo unspecified) across the screens: 4, -3, -13, 24, -10, 2, 15, -4, 4, 10, -6
CCOC(=O)C(=O)NC1CC=CCC1c1ccc2c(c1)OCO2 (stereo unspecified) across the screens: 5, -3, -5, 3, 11, 10, 37, -4, 2, -5, 1
O=C(COC(=O)c1cc[n+]([O-])cc1)Nc1ccc(Cl)cc1[N+](=O)[O-] across the screens: 18, -7, -6, 8, 9, -8, -1, 7, 10, -5, -6

Following part:
Second line of a record – NR5A2 inv ag | TROY NFkB inh | C8 TRAIL sens | COUP-TFII inh | KKLEB cytotox | LMP1 NFkB inh | Shn3 inh set2 | NCOA3 inh | TWEAK-Fn14 inh | NCOA1 inh | CF NFkB block
C=CCNC(=O)c1ccccc1NS(=O)(=O)c1ccccc1
 : 11 | -21 | -3 | 0 | 3 | -14 | -1 | -12 | -5 | -18 | 4
Cc1oc(C)c2c(=O)ccc3c(c12)OC(N)=C(C#N)C3c1ccccc1Cl (stereo unspecified)
 : -11 | 5 | 1 | 13 | 0 | -2 | -6 | -15 | 22 | 5 | 2
O=C(C(=O)N1CCCc2ccccc21)c1cn(CC(=O)N2CCOCC2)c2ccccc12
 : 0 | 0 | -3 | -17 | -14 | 10 | -12 | 2 | 31 | -23 | 0
O=S1(=O)NC(C2CC2c2ccccc2)CCO1 (stereo unspecified)
 : -5 | 10 | 12 | 2 | -20 | -1 | 8 | 2 | 0 | -14 | 20
CCOc1ccc(OCC)c(S(=O)(=O)NCCCN2CCOCC2)c1
 : -8 | -43 | -17 | 14 | 3 | 0 | -12 | 8 | -2 | 2 | -10
Cc1cccc(NC(=O)Cn2c(=O)n(Cc3ccccc3)c(=O)c3c(C)c(C)sc32)c1
 : 1 | -16 | 8 | 0 | -35 | 12 | 64 | 16 | 9 | 5 | 14
CN(C)C1=NC[C@H](Cc2ccccc2)N1CCCC1CCCCC1
 : 4 | 14 | 26 | -9 | -12 | -7 | 83 | 15 | -3 | 4 | 0
CCOC(=O)N1CCN(S(=O)(=O)c2ccc3c(c2)OCC(=O)N3)CC1
 : 2 | 6 | -7 | 18 | 4 | 0 | 10 | 3 | 6 | 2 | -9
Nc1ccc(C(O)(C(F)(F)F)C(F)(F)F)cc1
 : -1 | -4 | 7 | 10 | -7 | -2 | 12 | -1 | -10 | 14 | 2
CCOc1ccc(S(=O)(=O)NCc2cccnc2)cc1C(C)C
 : 1 | 0 | -1 | 17 | -14 | 3 | -19 | -8 | -10 | 5 | 22
Cn1c(N)c(C(=O)c2cc(-c3ccncc3)nc3ccccc23)c(=O)n(C)c1=O
 : 23 | 9 | 10 | -7 | 1 | -5 | -12 | 5 | 2 | 0 | -30
CCOc1ccc(S(=O)(=O)N(CC(=O)NCC2CCCO2)c2ccc(F)cc2)cc1 (stereo unspecified)
 : 10 | -15 | -6 | -2 | 0 | -3 | -13 | -5 | 12 | -1 | -10
CCOC(=O)CCC(=O)Nc1ccc(S(=O)(=O)N2CCCC2)cc1
 : -17 | 4 | 3 | -1 | 0 | -21 | 11 | 8 | -13 | 5 | 13
CCC1Nc2ncnc(N3CCOCC3)c2N(Cc2ccc(Cl)cc2)C1=O (stereo unspecified)
 : -6 | -26 | -6 | · | 11 | -3 | 0 | 2 | 18 | -7 | 16
COc1cc(C(=O)NCCN2CCN(C(=O)c3cc(OC)c(OC)c(OC)c3)CC2)cc(OC)c1OC
 : -4 | -11 | -4 | -6 | -4 | 0 | -18 | 3 | 12 | -8 | -4
COc1cc(-n2c(=O)c3ccccc3n(CC(=O)c3ccc(Br)cc3)c2=O)cc(OC)c1OC
 : 24 | -9 | 12 | 4 | -2 | 5 | 5 | 9 | 13 | -5 | 3
CCCCNC(=O)C1(C)CCN1C(=O)c1cncc(Br)c1 (stereo unspecified)
 : -5 | 3 | -18 | -10 | 4 | · | -9 | 3 | 4 | 10 | -7
O=C(O)CSc1nc2ccccc2c(=O)[nH]1
 : 5 | 4 | 7 | 12 | 0 | -1 | -22 | 5 | 0 | -19 | -8
Cc1ccc(S(=O)(=O)Oc2ccc(C)cc2/C=N/N=C2\NC(=O)C(C)S2)cc1 (stereo unspecified)
 : -59 | 24 | 9 | -18 | 7 | -29 | -35 | -15 | -10 | -41 | -3
Cc1ccc(C(=O)Nc2ccccc2Cl)cc1
 : -101 | -38 | 5 | -40 | 4 | -23 | -78 | -126 | 17 | -77 | 7
Cc1c(C(=O)O)cnc2c([N+](=O)[O-])cnn12
 : 10 | -4 | -1 | 20 | -4 | -11 | -20 | -9 | 11 | 3 | 3
O=C(Nc1ccc2c(c1)OCCO2)C1CCN(S(=O)(=O)c2cccc3nsnc23)CC1
 : -16 | -9 | -5 | 5 | 3 | -11 | 23 | 13 | 9 | 5 | 7
CCc1ccc(NC(=O)c2c(Cl)nc(C)c(Cl)c2C)cc1
 : -1 | 12 | 34 | -8 | 10 | -1 | 11 | 9 | -4 | -16 | 6
Cc1ccc(C=NNC(=O)c2cc(-c3cccnc3)nc3ccccc23)o1
 : 7 | 3 | 9 | -10 | -3 | -7 | 4 | -24 | -8 | -1 | -9
